Screening data (PubChem BioAssay)
Pin1 inhibitor: inhibitors of human Pin1; Pin1 FP peptide displacement, HiFluor488, 10 min; hit rate 0.009% among 390,000; Potency, µM (titrated, usually from 115 µM), inactives show top-dose activity, negative = inhibition, usual class: inhibitors; Q13526; active = well fitted inhibition curve with a large enough effect in the polarisation, with a control signal flat, not every such curve was filed as active; inconclusive = small, poorly fitted or top-dose-only effect, or effect the other way, or a change in a side signal; inactive = no such curve, though single readings can be large or run the other way; the % refers to the polarisation; also: potency is read from the fitted curve at half-maximal effect; % is scaled to controls: 0 for no effect and ±100 for the full control effect
Target sequence (Q13526 whole entry, looked up): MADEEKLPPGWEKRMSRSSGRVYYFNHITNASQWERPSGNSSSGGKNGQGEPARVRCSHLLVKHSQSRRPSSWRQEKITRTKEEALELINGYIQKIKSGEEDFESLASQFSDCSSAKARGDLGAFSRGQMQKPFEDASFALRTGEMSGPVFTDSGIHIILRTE
G9a block: blocks human histone lysine methyltransferase G9a; Q96KQ7; G9a H3K9 monomethylation, AlphaScreen, 2 h; Potency, µM (highest dose often 102 µM), for inactives: at the top dose activity, negative = inhibition, hits mostly inhibitors; hit rate 8.8% among 350,000; AID 504332; also: potency is read from the fitted curve at half-maximal effect; % is scaled to controls: 0 for no effect and ±100 for the full control effect; nearly all actives have a fitted effect of over 75% in size
Target sequence (Q96KQ7 913-1193 limits assumed): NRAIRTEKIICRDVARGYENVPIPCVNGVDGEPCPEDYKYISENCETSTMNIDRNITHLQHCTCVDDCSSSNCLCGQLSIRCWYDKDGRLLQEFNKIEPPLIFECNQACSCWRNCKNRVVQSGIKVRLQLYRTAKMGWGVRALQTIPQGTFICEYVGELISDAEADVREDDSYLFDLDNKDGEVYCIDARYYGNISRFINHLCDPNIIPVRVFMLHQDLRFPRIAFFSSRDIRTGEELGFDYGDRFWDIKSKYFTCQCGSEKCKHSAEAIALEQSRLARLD
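Step 1: enzyme (final 20 nM) with compound, 15 min RT. Step 2: substrate peptide 500 nM and SAM 20 uM, 2 h RT. Step 3: anti-H3K9me1 antibody and AlphaScreen beads, 10 min, then plate read.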
PI4K2A inh: PI4K2A (human) kinase inhibition. Q9BTU6. purified PI4K2A, ADP-Glo luminescence, 1 h; stronger effect = lower value. activity change, negative = inhibition, % at 76.9 µM. hit rate 0.13% among 420,000. AID 1346378; in the data active = activity change below about -50%; inconclusive = mostly about -30% to -49%;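 also: -100% = wells without enzyme as full effect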
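Compounds are screened against recombinant PI4K2A using PI as substrate and ATP, the latter dispensed at 300 microM. Reactions run one hour at ambient temperature before ADP-Glo detection; full inhibition defined by wells lacking enzyme.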
ERG-DNA inh: inhibitors of human ERG Ets domain-DNA interaction. AID 624246. P11308. hit rate 0.028% among 370,000. fluorescence polarization, His-ERG Ets domain / labelled DNA. Potency, µM (doses to about 76.9 µM), inactives show at the highest dose FP activity, negative = inhibition, hits mostly inhibitors; active = well fitted inhibition curve with a large enough effect in the polarisation, with a control signal flat; inconclusive = small, poorly fitted or top-dose-only effect, or effect the other way, or a change in a side signal; inactive = no such curve, though single readings can be large or run the other way; the % refers to the polarisation;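 also: polarization taken with two DNA probes labelled with fluorescein and Texas red; potency is read from the fitted curve at half-maximal effect; % of control where 0% means no effect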
Target sequence (P11308 whole entry, looked up, the tested form may be a part): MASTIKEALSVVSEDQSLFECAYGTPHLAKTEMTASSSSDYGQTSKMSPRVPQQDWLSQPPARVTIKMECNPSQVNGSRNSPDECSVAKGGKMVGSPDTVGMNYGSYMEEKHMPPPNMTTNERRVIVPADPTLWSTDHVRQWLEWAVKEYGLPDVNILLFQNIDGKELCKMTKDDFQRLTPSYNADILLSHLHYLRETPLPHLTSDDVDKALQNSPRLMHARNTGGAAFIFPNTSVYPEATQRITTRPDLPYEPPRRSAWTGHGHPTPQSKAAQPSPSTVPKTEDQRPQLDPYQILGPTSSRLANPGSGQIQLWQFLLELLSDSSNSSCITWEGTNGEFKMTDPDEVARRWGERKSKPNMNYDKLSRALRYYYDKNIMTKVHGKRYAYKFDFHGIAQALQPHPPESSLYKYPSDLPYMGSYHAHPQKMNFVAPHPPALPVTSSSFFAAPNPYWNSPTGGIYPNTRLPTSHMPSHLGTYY
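His-tagged ERG Ets domain (1 uM in the protein solution; 300mM KCl, 50mM Tris-HCl, 1mM EDTA, 1mM DTT, pH 7.5) received compound, then a probe mix of 5 nM fluorescein-DNA and 100nM Texas-615-DNA. Fluorescence polarization was read for both dyes.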
PGK inhibitor: blocks T. brucei phosphoglycerate kinase | P07378 | Potency, µM (highest dose often 57.5 µM), without a hit: at the highest dose activity change, negative = inhibition, actives largely listed as inhibitors | PGK/GAPDH coupled, Kinase-Glo luminescence, 60 min | hit rate 0.043% among 380,000; also: potency is read from the fitted curve at half-maximal effect; % is scaled to controls: 0 for no effect and ±100 for the full control effect; nearly all actives have a fitted effect of over 60% in size
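Recombinant glycosomal PGK reaction used 1,3-bisphosphoglycerate generated in-well by GAPDH (100nM final) in 100mM TEA pH 7.6, 5mM MgCl2, 0.01% Tween-20. After 60 minutes at room temperature, ATP was read by Kinase-Glo Plus luminescence end-point.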
BAZ2B block: inhibitors of human BAZ2B bromodomain; Potency, µM (series often up to 114 µM), inactives show at the top dose activity change, negative = inhibition, usual class: inhibitors; hit rate 4.4% among 360,000; AlphaScreen BAZ2B-H3K14Ac peptide displacement; also: potency is read from the fitted curve at half-maximal effect; % is scaled to controls: 0 for no effect and ±100 for the full control effect; nearly all actives have a fitted effect of over 60% in size
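BAZ2B (50 nM) with biotin-H3(5-23)K14Ac peptide (50 nM) in PBS pH 7.4, 0.01% Tween-20, preformed 30 min, then compound 30 min at room temperature; top concentration 110uM. AlphaScreen streptavidin donor/nickel chelate acceptor beads (10 ug/mL final), 20 min dark, signal read.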
HP1b binding inh: blocks HP1-beta chromodomain binding to methylated histone tails; AlphaScreen HP1-beta / biotin-H3K9me3 peptide binding; hit rate 0.56% among 390,000; Potency, µM (titrated, usually from 114 µM), for the others: top-dose activity change, negative = inhibition, most hits filed as inhibitors; also: potency is read from the fitted curve at half-maximal effect; nearly all actives have a fitted effect of over 70% in size; inactives centre near 23
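Compound inhibition of the preformed complex between 50 nM HP1-beta and 50 nM biotinylated H3K9me3 peptide was read by AlphaScreen. Buffer was PBS pH 7.4 with 0.01% Tween-20. Incubations ran 30 min at room temperature, with 10 ug/mL donor/acceptor beads.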
GLS inh: inhibitors of human glutaminase (GLS); GLS enzymatic activity, qHTS titration; hit rate 0.21% among 410,000; Potency, µM (top dose mostly 45.5 µM), without a hit: at the top dose activity change, negative = inhibition, actives largely listed as inhibitors; O94925; also: potency is read from the fitted curve at half-maximal effect; % is scaled to controls: 0 for no effect and ±100 for the full control effect
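Compounds were pin-transferred onto hKGA, after which L-glutamine (1 mM solution) and a detection mix of glutamate oxidase, HRP and Amplex Red were added. Initial and 30 min RT fluorescence reads were collected.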
JMJD2A Tudor inh: JMJD2A Tudor domain (human) inhibition; O75164; AlphaScreen JMJD2A-Tudor / H3K4me3 peptide binding; Potency, µM (top dose mostly 114 µM), inactives show top-dose activity change, negative = inhibition, actives largely listed as inhibitors; hit rate 4.4% among 390,000; AID 504339; also: potency is read from the fitted curve at half-maximal effect; % is scaled to controls: 0 for no effect and ±100 for the full control effect; nearly all actives have a fitted effect of over 50% in size
Starred values were filed as active, the others as inactive; i = inactive; ? = inconclusive; . = no result given; [ ] = another dose, or the depositor's remark. Unless noted, calls follow the shape of the dose curve; as a rule, active = well fitted curve in the direction sought with a large enough effect; inconclusive = small, poorly fitted or top-dose-only effect, or another doubt; inactive = no such curve, though single readings can be large; an effect the other way counts as inactive or inconclusive.

Compound	Pin1 inhibitor	G9a block	PI4K2A inh	ERG-DNA inh	PGK inhibitor	BAZ2B block	HP1b binding inh	GLS inh	JMJD2A Tudor inh
CCOC(=O)c1ccccc1NC(=O)Cc1ccc(S(=O)(=O)N2CCCC2)s1	43.1%[activator]	.	-0.9	4.5%	-0.3%	.	5.1%[57 µM]	3.1%	-14.5%
Cc1cc(/C=C2/C(=O)N(C)C(=S)N2C)ccc1N1CCCC1	?	8.91µM*	-0.5	73.4%[activator]	-2.5%	14.1µM*	35.5µM*	15.0%	14.1µM*
Cn1cc(S(=O)(=O)Nc2cccc3ccccc23)c(=O)n(C)c1=O	0.9%	-6.1%	-4.7	-1.0%	14.3%	-12.7%	27.8%	-2.3%	-11.1%
CC1CCN(S(=O)(=O)c2cn(CC(=O)N3CC(C)CC(C)C3)c(=O)c3ccccc23)CC1 (stereo unspecified)	5.8%	8.2%	-0.5	-5.1%	-4.6%	0.5%	16.8%	7.9%	-8.1%
CC(=O)Nc1cccc(C(=O)OCC(=O)Nc2ccc(Cl)cn2)c1	-4.0%	-6.9%[2.33 µM]	-1.6	-5.2%	-1.7%	-0.7%	15.0%	-10.8%	-13.3%
CCOC(=O)N1CCN(C(=O)C(=O)Nc2sc3c(c2C#N)CC(C)(C)OC3)CC1	17.0%	12.6µM*	-1.4	24.4%	-6.1%	-5.2%	13.5%	2.5%	-9.0%
CCc1ccc2c(c1)cc(CN(Cc1ccco1)C(C)=O)c1nnnn12	1.6%	-7.4%	-1.4	2.2%	4.8%	-24.2%	18.1%	1.5%	-13.9%
NC(=O)N/N=C/c1ccc(-c2ccc([N+](=O)[O-])cc2)o1	34.1%[activator]	?	-7.8	-4.1%	i	-15.6%	17.1%	7.6%	-17.6%
CN(C)CCNC(=O)c1ccc(Sc2ccc(Br)cc2)c([N+](=O)[O-])c1	-6.1%	35.5µM*	3.5	8.0%	-7.4%	-21.8%	-13.8%	-15.1%	?
Cc1[nH]c2ccc(C(=O)Nc3ccncc3)cc2c1C	6.3%	-12.3%	-1.8	-1.8%	.	?	10.9%	3.3%	-28.5%
COc1ccc(-c2noc(CCCC(=O)Nc3cccnc3)n2)cc1OC	-1.7%	2.5%	1.8	16.5%	-10.2%	1.5%	19.8%	-10.7%	-11.9%
O=C(Nc1ccc(F)cc1)C1(S(=O)(=O)c2ccc(Cl)cc2)CC1	1.4%	3.0%[59 µM]	0.8	-2.2%	i	6.2%	-6.6%	5.2%	3.5%
O=C(NN=C1CCCCCC1)c1cn(-c2ccccc2)nc1-c1ccccc1	9.3%	-9.3%[59 µM]	-2.7	-2.7%	-3.9%	-4.5%	9.4%	-0.1%	-24.0%
COc1ccc(-c2noc(-c3ccc(NCc4cccnc4)c([N+](=O)[O-])c3)n2)cc1OC	17.2%	?	-0.1	0.7%	-9.8%	-27.6%	56.1%[activator]	-1.4%	-8.3%
N#Cc1c(N2C(=O)Nc3ccccc3N2O)sc2c1CCCCCC2	?	?	-1.5	10.1%	i	-11.3%	24.2%	2.9%	-10.3%
COc1ccc(C)cc1NC(=O)C(Sc1nnc2ccccn12)c1ccccc1 (stereo unspecified)	-0.1%	20.3%[59 µM]	-5.8	6.0%	-2.9%	-6.1%	-15.4%	2.1%	-16.1%
Cc1nc2ccccn2c1C(=O)NNC(=S)Nc1ccccc1	-4.2%	-129.7%[59 µM]	7.0	-4.5%	12.0%	-17.3%	35.6%	33.9%[activator]	-11.9%
Cc1csc(N)n1	-5.3%	?	1.2	10.3%	i	3.7%	-8.3%	5.6%	-12.4%
CCOC(=O)C1=C(C)NC(=O)C(C#N)C1c1ccco1 (stereo unspecified)	-3.5%	10.3%[12.7 µM]	5.1	-3.9%	4.3%	-34.0%	17.3%	21.0%	-12.7%
COc1ccc(S(=O)(=O)N2CCN(CCCOc3ccc(F)cc3)CC2)cc1OC	2.5%	-44.7%	2.5	-4.6%	-3.3%	-27.8%	-0.1%	10.1%	-17.9%
CCCCN(C)C(=S)Nc1ccc(Oc2ccccc2)cc1	9.0%	6.8%	0.6	5.0%	-0.2%	8.2%	36.8%	0.2%	-13.2%
Cc1c(C(=O)OCC(=O)Nc2ccc(C(=O)N(C)C)cc2)oc2ccccc12	-0.6%	.	-1.8	0.7%	-3.1%	-2.2%	34.0%	0.8%	-11.4%
CSc1ncccc1C(=O)OCc1c(F)cccc1Cl	-15.3%	251.4%[activator]	1.8	4.2%	-1.8%	202.6%[activator]	260.5%[activator]	-10.7%	162.0%[activator]
N/C(CC(=O)Nc1cccc(C(F)(F)F)c1)=N/O	0.7%	7.6%	5.3	-5.7%	0.0%	-0.1%	29.6%	17.9%	-9.0%
O=C(COC(=O)c1ccc(S(=O)(=O)N2CCCC2)cc1)Nc1ccccc1	?	-3.0%[2.33 µM]	0.2	2.1%	-5.4%	10.7%	21.6%	-5.1%	-12.1%

More structures:
Compound	Pin1 inhibitor	G9a block	PI4K2A inh	ERG-DNA inh	PGK inhibitor	BAZ2B block	HP1b binding inh	GLS inh	JMJD2A Tudor inh
CCOC(=O)c1ccc(NC(=O)c2ccc3c(c2)C(=O)N(CC2CCCO2)C3=O)cc1 (stereo unspecified)	-9.8%	.	3.7	-2.4%	-1.1%	-2.5%	43.9%[activator]	1.0%	-2.1%
CCC(=O)Nc1c(S(=O)(=O)c2ccc(C)cc2)c2nc3ccccc3nc2n1C(C)c1ccccc1 (stereo unspecified)	17.1%	33.9%[59 µM]	-1.3	9.5%	0.6%	-9.8%	25.9%	1.9%	-19.9%
O=C(Cn1cc(SCc2ccccc2F)c2ccccc21)N1CCCC1	-0.4%	0.0%[59 µM]	-0.4	-2.1%	-3.7%	-4.4%	33.2%	5.1%	0.7%
O=C(Cn1cnc2ccccc2c1=O)Nc1ccc2c(c1)OCCO2	1.0%	18.8%	-3.7	12.3%	i	12.1%	29.6%	-11.1%	-0.8%
CC(=O)Nc1ccc(NC2CCCCC2NS(=O)(=O)c2ccc(Cl)cc2)cc1 (stereo unspecified)	-3.9%	39.8µM*	7.9	-10.7%	-2.0%	-33.8%	7.4%	15.2%	-7.2%
FC(F)Sc1ccc(NC(=S)NC2CCCC2)cc1	17.2%	30.7%	-2.5	3.7%	-1.5%	-1.4%	25.0%	-16.5%	-14.4%
Cn1c(/C(C#N)=N/O)nc2ccccc21	8.3%	?	-9.0	2.0%	-5.5%	70.8µM*	6.8%	3.6%	?
O=C1CC2(CCCCC2)Oc2ccc(F)cc21	0.5%	.	-0.4	-5.1%	-3.6%	.	150.9%[activator]	2.2%	79.3%[activator]
CN1C(=O)C(=O)/C(=C(/O)c2ccccc2)C1c1ccc([N+](=O)[O-])cc1 (stereo unspecified)	-0.4%	.	-2.3	11.5%	-7.5%	-9.0%	46.3%[activator]	6.1%	0.0%
COc1ccc(Cl)cc1NC(=O)CN(C)C(=O)C1CCN(C(=O)Nc2ccccc2)CC1	1.6%	6.1%[59 µM]	-3.6	-15.9%	-6.7%	7.6%	13.6%	4.3%	-21.1%
Cc1cccc(C(=O)N2CCCC(N3CCN(c4ccccc4F)CC3)C2)n1 (stereo unspecified)	-5.8%	1.5%	-2.5	-5.9%	3.2%	-8.8%	21.0%	0.7%	2.9%
CC(=O)NCCn1c(SCC(=O)NCCC2=CCCCC2)nc2ccccc2c1=O	-0.4%	-23.5%	3.3	1.8%	i	5.6%	46.4%[activator]	.	13.7%
Cc1ccc(Nc2nc3c(S(=O)(=O)c4ccccc4)nnn3c3ccc(Cl)cc23)c(C)c1	7.8%	14.1%[59 µM]	0.4	0.9%	i	-12.5%	57.5%[activator]	-15.2%	-1.1%
OCC1(CCc2ccccc2)CCN(Cc2cc(Cl)ccc2O)CC1	-0.5%	?	-1.2	8.3%	i	-27.3%	8.9%	-6.2%	-8.1%[57.1 µM]
Cc1c(-c2ccc(F)cc2)nc(N)c(C#N)c1-c1ccco1	?	?	4.7	5.9%	i	5.4%	29.7%	.	0.0%
COc1ccc(/C=C(/C#N)c2nc(-c3ccc(Br)cc3)cs2)cc1	?	47.2%[59 µM]	-0.9	4.6%	8.2%	1.0%	57.5%[activator]	-6.1%	8.2%
Fc1cccc(CN(C2=NCCN2)c2c(Cl)cccc2Cl)c1	-0.5%	?	3.7	3.7%	-0.6%	-3.2%	9.7%	-3.4%	-28.8%
COc1cc(C(=O)NCC2CCCO2)cc(Br)c1OCc1ccccc1 (stereo unspecified)	4.3%	31.0%[12.7 µM]	-6.6	9.2%	-2.4%	5.1%	35.2%	0.9%	-10.1%
CCOC(=O)COc1c(OC)cc(Cl)cc1C1Nc2ccccc2C(=O)N1c1ccc(F)cc1 (stereo unspecified)	-0.3%	33.0%	0.7	.	.	0.3%	46.4%[activator]	25.7%	1.7%
COC(=O)c1c(NC(=O)CCCOc2cccc(C)c2)sc2c1CCC2	13.9%	8.8%[59 µM]	-1.2	-10.2%	-6.9%	-6.6%	15.4%	5.9%	22.5%
